S100A4 MyoIIA: S100A4-myosin IIA interaction inhibition; P26447; S100A4/TAMRA-MyoIIA peptide fluorescence polarization; inhibition, % at 10.7 µM; 360,000 tested, 0.14% active; AID 652163;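 active means mean inhibition of at least 70% across replicates, with every replicate also reaching that level; inconclusive means mean inhibition reaches 70% but some replicates fall short; inactive means mean inhibition below 70%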
Target sequence (P26447 whole entry, looked up): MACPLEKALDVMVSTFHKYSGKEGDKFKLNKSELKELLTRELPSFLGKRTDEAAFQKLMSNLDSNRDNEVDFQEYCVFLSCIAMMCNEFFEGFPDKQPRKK
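System – human S100A4 monomer protein, biochemical binding assay · Buffer or medium – Calcium-containing HEPES buffer, pH 7.2 · Timing – 5 min between mix addition and reading · Also added – TAMRA-labelled myosin IIA heavy-chain peptide probe, 5 nM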
RAD52 anneal inh: blocks human RAD52 DNA annealing. recombinant RAD52 DNA annealing, FRET fluorescence. P43351. AID 651710. inhibition, % at 18.7 µM. 360,000 tested, 0.46% active;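 active means every replicate showing at least 50% inhibition; inconclusive means mean inhibition at least 50% but not in every replicate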
Target sequence (P43351 whole entry, looked up): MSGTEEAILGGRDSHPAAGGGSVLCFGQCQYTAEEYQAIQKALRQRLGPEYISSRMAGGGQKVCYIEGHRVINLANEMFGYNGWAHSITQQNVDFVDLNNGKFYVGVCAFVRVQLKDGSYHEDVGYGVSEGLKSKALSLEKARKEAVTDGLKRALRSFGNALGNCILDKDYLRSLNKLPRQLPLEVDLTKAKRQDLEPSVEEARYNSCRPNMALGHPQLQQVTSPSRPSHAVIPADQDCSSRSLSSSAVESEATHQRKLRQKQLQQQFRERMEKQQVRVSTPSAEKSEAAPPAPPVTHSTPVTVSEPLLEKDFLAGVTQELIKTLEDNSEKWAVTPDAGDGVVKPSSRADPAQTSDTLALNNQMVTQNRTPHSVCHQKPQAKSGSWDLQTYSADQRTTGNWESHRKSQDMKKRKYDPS
RAD54 inh: RAD54 (human) branch migration inhibition; RAD54 Holliday junction branch migration, FAM/BHQ fluorescence; AID 602329; 360,000 tested, 0.14% active; inhibition, % at 10.4 µM;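 active means mean normalized replicate activity at least 40 and at least half of replicates scoring 40 or more; inconclusive means only one of the two criteria met; inactive means mean below 40 and under half of replicates reaching 40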;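 further: 0% = median of neutral control wells and 100% = median of positive control wells; inhibitors cause a drop in the FAM fluorescence signal; in these data hits start at about 50%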
ERAP1 inh: ERAP1 (human) enzyme inhibition | 340,000 tested, 0.15% active | inhibition, % at 10.7 µM | AID 652197 | recombinant ERAP1, Leu-AMC fluorescence, 60 min | Q9NZ08;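 active means mean replicate inhibition of at least 30%, or all replicates individually reaching that 30% level; inactive means mean below 30% and not every replicate reaching it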;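 further: 0% = neutral control wells and 100% = L-leucinethiol positive control wells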
XiGFP reactiv: X-chromosome reactivation activator. XiGFP mouse fibroblasts, % GFP-positive cells imaging, 3 d; cells co-treated with 5-aza-dC sensitizer; scaled so ellipticine positive control = 100%. activation, % at 7.58 µM. 360,000 tested, 0.055% active. AID 743238;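 active means mean normalized replicate activation at least 10% and every replicate at or above 10%; inconclusive means only one of the two criteria met; inactive means mean below 10% and not all replicates reach 10%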;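 further: 0% = median of on-plate neutral control wells and 100% = ellipticine 6 µM median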
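Assay system: SV40-immortalized XiGFP fibroblast cells, line 68-5-11; buffer or medium: DMEM plus 5-aza-dC sensitizer; compound: one concentration, pinned; timing: compounds 3 days, fix/stain 15 min at room temperature; benchmarks: positive control ellipticine, 6 µM final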
esBAF inh: inhibitors of esBAF chromatin remodeling in mouse ES cells | Bmi1-luciferase knock-in reporter, 24 h; 100% = twice the neutral-well signal | reporter increase, % at 12.5 µM | 350,000 tested, 2% active | AID 602393; in the data active means activation above about 40%; inconclusive means no clear call, values can overlap the other calls;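 further: 0% = median of the plate's neutral control wells and 100% = double that signal; a rise in the Bmi1 reporter signal indicates esBAF inhibition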
ERp5 inh: inhibitors of human ERp5 | ERp5 insulin aggregation, absorbance 650 nm, 90 min | inhibition, % at 9.99 µM | 350,000 tested, 0.05% active | AID 651711;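 active means mean replicate inhibition above about 25%, with every replicate also reaching it, limit read from the data, passing the limit was not always enough; inconclusive means only one of those two criteria met; inactive means neither criterion met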
Target sequence (Q15084 whole entry, looked up): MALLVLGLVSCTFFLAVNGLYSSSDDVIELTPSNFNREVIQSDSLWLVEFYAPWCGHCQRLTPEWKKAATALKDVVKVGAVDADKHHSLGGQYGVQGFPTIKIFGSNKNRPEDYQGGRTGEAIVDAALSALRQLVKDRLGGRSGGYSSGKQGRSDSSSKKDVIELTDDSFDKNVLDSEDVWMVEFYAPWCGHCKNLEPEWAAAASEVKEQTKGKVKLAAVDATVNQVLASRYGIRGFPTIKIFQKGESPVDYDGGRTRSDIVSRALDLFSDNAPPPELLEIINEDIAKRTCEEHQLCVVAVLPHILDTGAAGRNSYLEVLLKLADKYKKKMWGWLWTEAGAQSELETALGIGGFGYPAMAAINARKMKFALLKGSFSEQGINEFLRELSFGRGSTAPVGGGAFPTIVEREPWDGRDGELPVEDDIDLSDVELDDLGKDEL
E-selectin induc: E-selectin induction on HUVECs. activation, % at 7.58 µM. HUVEC E-selectin immunofluorescence imaging; normalized: neutral wells 0, TNF-alpha wells 100. AID 686992. P16581. 260,000 tested, 0.37% active;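 active means mean E-selectin-positive cell signal at least 10% of the positive control, reached in at least 60% of replicates, without over 20% cell loss; inconclusive means no rule given, readout overlaps actives, possibly toxicity-flagged; inactive means the rest, including those meeting only one limit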;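 further: in these data hits start at about 27%; measured in HUVEC primary endothelial cells; signal is the percent of cells scored E-selectin positive by PE staining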
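Material: HUVEC primary endothelial cells; Amount: 3,000 cells per well; Dosing: single concentration; Medium: EGM-2 growth medium on 0.1% gelatin-coated wells; Read-out basis: percent E-selectin-positive cells; Signal: immunofluorescence imaging; Control set: TNF-alpha, DMSO.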
Numbers without * were called inactive; ? = inconclusive; . = not tested or not shown.

The line under a structure holds: XiGFP reactiv	RAD52 anneal inh	E-selectin induc	ERp5 inh	ERAP1 inh	RAD54 inh	S100A4 MyoIIA	esBAF inh
> Cc1ccc(-c2nc(CS(=O)CC(=O)NC3CCCC3)c(C)o2)cc1 (configuration not stated)
    0.1	-12	.	-5	3	-20	-15	-1
> CCCNC(=O)N1CC(=O)N2[C@H](CO)[C@@H](c3ccc(-c4ccc(F)cc4)cc3)[C@H]2C1
    0.0	-10	0.1	-1	0	.	120*	.
> CC(=O)Nc1ccc(N/C=C/C(=O)c2ccc(C)cc2)cc1
    0.0	-48	-0.2	-10	1	-5	-2	22
> Cc1ccc(NC(=S)Nc2ccc(F)cc2)cc1
    0.2	-2	0.3	4	-2	-2	-7	10
> CC(C)NC(=O)C1(C)CSCC(=O)N1C1CCN(Cc2ccccc2)CC1 (configuration not stated)
    0.1	-13	-6.0	-6	.	.	-4	.
> COC(=O)c1ccc2nccnc2c1
    0.1	-2	.	4	2	-2	-4	-2
> C[C@@H]1CCCCO[C@H](CN(C)CC2CC2)[C@@H](C)CN([C@H](C)CO)C(=O)c2cc(NC(=O)Nc3ccccc3)ccc2O1
    -0.1	16	-0.2	2	0	8	-6	4
> CCCCC(=O)N(C)c1c(CC)nc2c(OCC(N)=O)cccn12
    0.4	-8	0.8	-1	-3	2	-3	-6
> N#C[C@H]1[C@@H](c2ccc(C3=CCCC3)cc2)[C@H](CO)N1c1nc(-c2ccccc2)cs1
    0.3	-45	0.0	-4	2	.	-9	.
> COc1ccccc1C(=O)NC(CCSC)C(=O)NNC(=O)c1ccncc1 (configuration not stated)
    -0.2	-5	-0.1	-5	-1	-24	10	-5
> CSc1nc(N)c(C(=O)Nc2ccc([N+](=O)[O-])cc2)s1
    0.0	4	-0.4	2	1	0	0	6
> C[C@@H]1CN([C@@H](C)CO)C(=O)Cc2cc(NS(C)(=O)=O)ccc2O[C@@H]1CN(C)Cc1ccc2c(c1)OCO2
    -1.2	5	0.0	4	3	-3	-42	-2
> C[C@H](CO)N1C[C@H](C)[C@@H](CN(C)S(=O)(=O)c2ccccc2)Oc2c(NC(=O)c3nc4ccccc4s3)cccc2C1=O
    0.0	10	-0.2	-6	-2	15	12	3
> Cc1ccc(CN2CCN(C(=O)CC(C)C)CC2)cc1
    0.1	-8	.	2	-3	1	3	-3
> O=C(COC(=O)/C=C/c1ccc(S(=O)(=O)N2CCOCC2)cc1)NCc1ccc(F)cc1
    0.0	-8	.	10	1	.	2	.
> C[C@@H]1CN([C@H](C)CO)C(=O)c2cccc(NS(C)(=O)=O)c2O[C@H]1CN(C)C(=O)Nc1ccc2c(c1)OCO2
    0.3	-3	-3.0	-1	0	0	2	3
> C[C@H](CO)N1C[C@H](C)[C@@H](CN(C)S(=O)(=O)c2ccc(Cl)cc2)Oc2ccc(NC(=O)Nc3ccc4c(c3)OCO4)cc2CC1=O
    0.4	7	-19	2	1	-2	1	-3
> Nc1nc(NS(=O)(=O)c2ccc(Cl)cc2)nn1-c1ccccc1
    -0.1	-16	2.6	2	0	-4	-2	-1
> Cc1noc(C)c1NC(=O)N(C)C[C@H]1Oc2ccc(NS(=O)(=O)c3ccc(Cl)cc3)cc2C(=O)N([C@H](C)CO)C[C@@H]1C
    -1.0	-1	0.4	4	1	-4	3	-1
> Cc1onc(-c2ccccc2Cl)c1C(O)c1ccc(F)cc1 (configuration not stated)
    0.0	-17	0.3	7	2	-11	6	-6
> COc1ccc(-n2nc(C(=O)NCC(=O)N3CCN(c4ccccn4)CC3)c3ccccc3c2=O)c(OC)c1
    -0.1	-11	.	-4	-1	-12	0	19
> O=C(NC1CCCc2c1cnn2-c1ccccc1F)c1ccncc1 (configuration not stated)
    0.2	-3	0.1	-5	-10	-1	-1	-7
> COc1ccc(C(CNC(=O)c2cc(C)on2)N(C)C)cc1 (configuration not stated)
    -0.1	-7	.	1	-4	.	-2	-1
> COc1cc(NC(=O)C2(C)CCCN(C(C)C)C2)cc(OC)c1OC (configuration not stated)
    0.2	-18	-0.2	-2	1	-3	3	3
> O=C(O)c1ccc(CNCc2ccc(Cl)cc2)cc1
    0.3	-54	0.4	8	0	.	0	.
> C[C@@H]1CCCCO[C@H](CN(C)S(=O)(=O)c2cccs2)[C@H](C)CN([C@@H](C)CO)C(=O)c2cc(NC(=O)C3CCCCC3)ccc2O1
    -1.1	-84	-0.3	3	-1	0	-25	-1
> COC(=O)c1ccccc1OC(=O)c1cccnc1
    .	-8	.	-3	2	7	1	1
> O=C(Nc1cccc(Cl)c1)c1cc(S(=O)(=O)N2CCCCC2)c[nH]1
    0.0	-3	0.1	-1	-1	-5	-4	0
> Cc1cccc(NC(=O)CSc2nc3sc(C)cc3c(=O)n2C)c1
    0.0	-15	.	4	-1	2	-10	2
> CC(=O)NS(=O)(=O)c1ccc(NC(=S)NC(=O)CC(C)C)cc1
    0.0	-7	.	?	-3	.	0	.
> Cc1ccc(NC(=O)c2cc(C)nc3ccccc23)cc1
    0.0	-8	.	1	-5	2	-1	-8
> O=C(NC[C@H]1N[C@H](CO)[C@@H]1c1ccc(-c2ccccc2)cc1)c1cccc(F)c1
    0.3	.	-0.2	.	.	1	.	-5
> O=C(NCc1cccnc1)C1CC(=O)N(c2ccc(F)cc2)C1 (configuration not stated)
    .	-5	.	4	3	3	1	-6
> COc1ccc(Cc2c(-c3ccc(OC)c(OC)c3)nc3ccc(C)cn23)c(C)c1
    0.0	-28	-1.7	0	.	1	-2	-7
> COc1ccc(CNC(=O)O[C@H]2C[C@@H]3C(=O)N(c4ccccc4)C(=O)[C@@H]3[C@@H]3CN(S(=O)(=O)c4ccc(C)cc4)C[C@]23O)cc1OC
    -0.1	-8	1.6	6	0	-6	6	3
> CN(C)C(=O)c1ccc(-c2ccc3c(c2)[C@@H]2[C@@H](CCN2C(=O)C2CCCCC2)[C@H](CO)N3C)cc1
    0.0	13	0.0	7	3	.	4	.
> O=C(N[C@H]1C=C[C@@H](CC(=O)N2CCOCC2)O[C@@H]1CO)c1cccc(F)c1
    -0.4	-11	-0.2	0	-2	2	0	-1
> CCCC(=O)Nc1c(-c2cccc(OC)c2)c(=O)c2ccccc2n1C
    0.0	-5	-0.1	1	-1	-5	0	-6
> Cc1ccc(S(=O)(=O)Nc2ccc3c(c2)C(=O)N([C@H](C)CO)C[C@@H](C)[C@H](CN(C)S(C)(=O)=O)OCCCC[C@@H](C)O3)cc1
    0.1	11	-0.2	-6	4	10	125*	-9
> C[C@@H]1CN([C@H](C)CO)C(=O)c2ccccc2-c2ccccc2CO[C@@H]1CN(C)S(=O)(=O)c1ccc([N+](=O)[O-])cc1
    0.1	6	-0.2	3	-11	.	14	.
> COCCCn1c(=NC(=O)c2ccccc2)c(C#N)cc2c(=O)n3cccc(C)c3nc21
    0.0	-64	.	3	-20	0	0	.
> Cc1cc(=O)n(-c2ccccc2)n1C
    .	-9	.	5	-2	3	-15	0
> CCn1c(=O)cc(OCC(=O)NCCC(C)C)c2ccccc21
    1.8	-20	.	1	-2	3	1	0
> CCC1(C)COC(c2ccc(OC)c(OC)c2)OC1 (configuration not stated)
    0.0	-4	0.1	0	3	-7	0	.
> CC(O)CNCCOc1cccc(Oc2ccccc2)c1 (configuration not stated)
    0.2	-7	-0.4	0	0	.	-2	.
> CCC(=O)N[C@@H]1CC[C@H](CC(=O)NCC2CCCCC2)O[C@@H]1CO
    -0.4	5	-0.3	1	2	-1	-3	1
> COc1ccc(CN(C)C[C@H]2Oc3ccc(NC(=O)C4CC4)cc3C(=O)N([C@H](C)CO)C[C@H]2C)cc1
    0.0	-11	0.1	7	0	4	6	-2
> COc1ccc(NC(=O)Nc2ccc3c(c2)C(=O)N([C@@H](C)CO)C[C@@H](C)[C@@H](CN(C)C(=O)Nc2c(C)noc2C)OCCCC[C@@H](C)O3)cc1
    0.0	12	-0.3	-1	0	-1	2	-1
> Cc1ccccc1NC(=O)N1CCCC(c2nc(-c3ccc(C(C)C)cc3)no2)C1 (configuration not stated)
    .	2	.	-2	2	-3	3	28
> Nc1ncc(Br)cc1S(=O)(=O)NCCC(=O)NCCc1ccccc1
    0.0	-5	.	2	1	-9	-1	8
> COc1ccc(CCNC(=O)c2cc(-c3cc(C)cc(C)c3O)n[nH]2)cc1OC
    0.0	-17	7.9	4	-2	-2	-31	-4
> CCOC(=O)C1(Cc2ccc(Cl)cc2)CCN(C(=O)c2cc(C)nc(C)n2)CC1
    0.0	-1	.	2	1	-3	0	-4
> COc1ccccc1-c1ccc([C@@H]2[C@@H](CO)N3CCCCN(C(=O)c4ccncc4)C[C@@H]23)cc1
    0.4	-5	0.2	1	4	7	5	.
> CC(C)C(=O)Nc1ccc2c(c1)C(=O)N(C)[C@H]1CC[C@@H](CC(=O)NCc3ccccc3F)O[C@H]1CO2
    -0.1	.	-0.1	.	.	9	.	0
> O=C(Nc1ccc(NC(=S)NC(=O)c2ccco2)cc1)c1ccccc1
    0.0	-6	.	3	-2	-3	-4	28
> CCN(CC)CCCNC(=S)N(Cc1cccnc1)Cc1cc2cc(C)ccc2[nH]c1=O
    -0.2	-10	.	4	-5	.	-6	3
> CC(=O)Nc1ccc(NC(=O)c2c(C)nn(Cc3ccccc3Cl)c2C)cc1
    0.1	-25	.	4	-1	6	0	-4
> COc1cccc(CNc2ncnc3ccc(-c4c(C)noc4C)cc23)c1
    0.3	-21	-0.2	9	3	-6	-3	-29
> CO[C@H]1CN(C)C(=O)c2ccc(NC(=O)c3ccccc3F)cc2OC[C@H](C)N(C(C)=O)C[C@@H]1C
    -0.4	9	0.2	-7	0	2	-4	-3
> C[C@@H]1CN([C@H](C)CO)C(=O)c2cc(NC(=O)Nc3cccc4ccccc34)ccc2O[C@@H]1CN(C)Cc1ccncc1
    0.0	3	-1.5	-4	-4	-3	3	4

Next records.
The line under a structure holds: XiGFP reactiv	RAD52 anneal inh	E-selectin induc	ERp5 inh	ERAP1 inh	RAD54 inh	S100A4 MyoIIA	esBAF inh
> CNC(=O)C[C@H]1C(=O)N(c2ccccc2)C[C@@H]1Cc1ccccc1
    0.1	-12	0.0	2	-1	10	-5	-2
> C/C(=N\NC(=O)c1ccc([N+](=O)[O-])cc1Cl)c1ccccc1
    0.0	4	.	-11	-2	.	-17	.
> Cc1ccc(S(=O)(=O)N(C)[C@H]2C[C@H]3c4[nH]c5c(-c6ccccc6)cccc5c4CCN3C(=O)[C@H]2[C@H](C)O)cc1
    0.4	19	-0.5	1	2	.	7	.
> Cc1ccc(C)c(S(=O)(=O)N2CCN(C(=O)[C@H](C)N3C(=O)C4CC=CCC4C3=O)CC2)c1 (some centres not stated)
    0.1	-21	0.0	-7	-2	7	5	-3

Compound activity (PubChem BioAssay)

Rows were taken by chance; overall some 2.5% were active at least once.
